From PubChem BioAssay
Lipid storage S3 = qHTS Assay for Lipid Storage Modulators in Drosophila S3 Cells; Drosophila S3 cells, BODIPY lipid droplet fluorescence, 18-24 h; cells fed with added oleic acid; Potency in µM for hits, for the others lipid storage change, negative = inhibition, % at the top dose, mostly 46.1 µM; hit rate 0.64% among 320,000; AID 2685; active = well fitted inhibition curve with a large enough effect in the signal ratio, with a control signal flat, not every such curve was filed as active; inconclusive = small, poorly fitted or top-dose-only effect, or effect the other way, or a change in a side signal; the % refers to the signal ratio
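Drosophila S3 cells loaded with oleic acid (400 uM, as added) and compounds at several concentrations; lipid droplets imaged by 488-nm laser-scanning cytometry, 500–530 nm intensity and object ratio to cell channel. Percent activity normalized to 20 uM Triacsin C.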
Lipid storage S3 cell count max = further read-out of Lipid storage S3, marked with its call; cell number change, %; measured here: cell count max response;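 cells counted by Cell Tracker Red CMTPX staining in the red channel; peak over a dose series mostly up to 46.1 µM; percent activity relative to internal control wells on each plate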
Numbers without * were called inactive; i = inactive; u = inconclusive; x = not tested or not shown. % is scaled to controls: 0 for no effect and ±100 for the full control effect; potency is read from the fitted curve at half-maximal effect. Not all compounds are listed. The share of hits here may be higher or lower than overall.

Below each compound: Lipid storage S3 | Lipid storage S3 cell count max
- COc1cccc(C(=O)C2CCCN(Cc3c(C)n(C)n(-c4ccccc4)c3=O)C2)c1 (stereo not given)
→ u | x
- CCN(CC(=O)Nc1c(F)cccc1F)C(=O)CCOc1ccccc1
→ u | x
- CN1CCN(Cc2nc(Cc3ccccc3)no2)CC1c1ccccc1 (stereo not given)
→ 6.7% | -6.4
- CC12CCC(=O)N1C(C(=O)OCC(=O)Nc1ccc(S(N)(=O)=O)cc1)CS2 (stereo not given)
→ u | x
- CCc1cc2c(nc1CC)CCN(CC/C(C)=N/O[C@@H](C)c1cc(-c3c(C)cc(C)cc3C)no1)C2
→ u | x
- CCCCNC(=O)c1ccc2c(OCC)n(CCCC)nc2c1
→ -1.5% | 7.1
- CCc1ccc(C(=O)COC(=O)[C@@H](NC(N)=O)[C@@H](C)CC)cc1
→ u | x
- O=C(Cn1nc(-c2ccc(F)cc2)ccc1=O)Nc1ccc(C(=O)NC2CC2)cc1
→ u | x
- O=C(c1ccccc1)N1CCCC(c2nc3c(nnn3Cc3ccccc3)c(=O)[nH]2)C1 (stereo not given)
→ u | x
- c1nc(Nc2ccc(N3CCOCC3)cc2)c2ccsc2n1
→ -10.5% | -17.3

Full records, quoted from the list. Order of values: Lipid storage S3 | Lipid storage S3 cell count max
CCc1ccc(C(=O)COC(=O)[C@@H](NC(N)=O)[C@@H](C)CC)cc1 is listed as u | x
c1nc(Nc2ccc(N3CCOCC3)cc2)c2ccsc2n1 is listed as -10.5% | -17.3
CCc1cc2c(nc1CC)CCN(CC/C(C)=N/O[C@@H](C)c1cc(-c3c(C)cc(C)cc3C)no1)C2 is listed as u | x

Going on with the list:
Below each compound: Lipid storage S3 | Lipid storage S3 cell count max
- S=C(Nc1cccc(Cl)c1)N(CCCN1CCCC1)Cc1cccn1Cc1ccc(Cl)cc1
→ u | x
- O=C(Nc1ccc(F)cc1)Nc1sccc1-c1nc2ccccc2s1
→ u | x
- O=C(NCCC1=CCCCC1)c1cc(-c2ccccn2)nc2ccccc12
→ u | x
- COc1ccc(Cl)cc1NC(=O)CN(C)CC(=O)Nc1cccc(S(=O)(=O)N2CCCC2)c1
→ 4.6% | -5.0
- N#Cc1c(NC(=O)COC(=O)c2nccnc2N)sc2c1CCCC2
→ u | x
- Cc1noc(C)c1COc1ccc(C(=O)N2CCN(c3ccccn3)CC2)cc1
→ u | x
- CCN(CC)CCCNC(=O)C1c2cc(OC)c(OC)cc2C(=O)N(C)C1c1cccs1 (stereo not given)
→ u | x
- O=C(Nc1nc2c(s1)CCCC2)c1ccc(Br)o1
→ u | x
- COc1cccc(CC(=O)NCC2COc3ccccc3O2)c1OC (stereo not given)
→ u | x
- O=C1CCCc2cc3c(cc21)CC1(C3)Cc2cc3c(cc2C1)C(=O)CCC3
→ u | x
- CCC1(c2ccccc2)NC(=O)N(CC(=O)Nc2cc(C(F)(F)F)ccc2N2CCCC2)C1=O (stereo not given)
→ u | x
- O=c1cc(CSc2nnnn2-c2ccccc2)[nH]c2[nH]n(-c3ccccc3)c(=O)c12
→ -5.4% | 6.1
- C[C@H](NC(=O)C1(c2ccccc2)CCN(C(=O)OC(C)(C)C)CC1)C(=O)N[C@@H](C(=O)O)c1ccccc1
→ 5.7% | 9.2
- O=C(CN1CCN(Cc2ccccc2)CC1)NNC(=O)c1ccccc1
→ u | x
- CCCCCSc1nc2c(cnn2-c2ccccc2)c(=O)[nH]1
→ i | x
- O=C(COC(=O)/C=C/c1cccs1)NC1CC1
→ u | x
- COc1ccc(OC(=O)c2ccc(OC)c(S(=O)(=O)N3CCOCC3)c2)cc1
→ u | x
- Cc1csc(NC(=O)COc2ccc3c(C)cc(=O)oc3c2)n1
→ u | x
- CCOC(=O)c1csc(CCNC(=O)c2oc3c(Cl)cc(C)cc3c2C)n1
→ u | x
- Fc1cccc(CNc2ncnc3ccc(-c4ccc5c(c4)OCO5)cc23)c1
→ u | -10.4
- CCn1c(Sc2ccc(N)cc2Cl)nc2ccccc21
→ u | x
- CCCCNC(=O)C(NS(=O)(=O)c1cccc2nsnc12)c1ccccc1 (stereo not given)
→ -0.9% | 13.7
- Cc1cc(C(=O)N/N=C/c2ccc(O)c([N+](=O)[O-])c2)c(C)n1-c1ccc(F)cc1
→ 3.3% | 13.3
- CC(C)(O)c1[nH]c2cc(C(F)(F)F)ccc2c1C(C)(C)O
→ -12.7% | 9.7
- CC(Sc1cccc2cccc(C(=O)O)c12)C(=O)O (stereo not given)
→ u | x
- Cc1cc(C(=O)CCC(=O)N2CCN(c3ccccc3)CC2)c(C)s1
→ u | x
- CCN(CC)S(=O)(=O)c1ccc2c(c1)c(=O)c(C(=O)N1CCN(c3ccccn3)CC1)cn2C
→ u | x
- CN(C(=O)c1cccs1)c1ccc(OCC(=O)Nc2ccc(C(=O)O)cc2)cc1
→ u | x
- CC(=O)N1CCN(c2ccccc2NC(=O)c2cccs2)CC1
→ u | x
- Cc1cccnc1NC(=S)NC(=O)/C=C/c1ccco1
→ u | x
- COc1ccc(OCCC(=O)OCC(=O)NC2CCCCCCC2)cc1
→ u | x
- O=C(N/N=C/c1cc(Cl)cc([N+](=O)[O-])c1O)c1ccc2c(c1)OCO2
→ 14.4% | 2.1
- Cc1c(C)c2ccc(OCC(=O)NCCCn3ccnc3)cc2oc1=O
→ -5.7% | 19.9
- CCCCCCCCc1nnc(N)s1
→ 2.9% | -10.9
- N#Cc1c2n(c(=S)n(-c3ccc(F)cc3)c1=O)CCCCC2
→ u | x
- CSCCC(NS(=O)(=O)c1ccc2c(c1)oc(=O)n2C)C(=O)NC1CCCCC1 (stereo not given)
→ 1.2% | 2.4
- COc1ccc(OC)c(C2c3[nH]c4ccccc4c3C[C@H]3C(=O)N(C4CC4)CC(=O)N23)c1 (stereo not given in full)
→ u | x
- COc1ccccc1OCC(=O)OCC(=O)NCCN1C(=O)CSC1=O
→ 3.9% | -0.7
- CCC(=O)N(Cc1ccco1)c1nc(-c2ccccc2)cs1
→ u | x
- O=C(O)COc1ccccc1/C=C1\SC(=S)N(c2cccnc2)C1=O
→ -0.3% | -6.4

An excerpt from above in order of the Lipid storage S3 cell count max value, high to low:
Structure	Lipid storage S3 cell count max
CSCCC(NS(=O)(=O)c1ccc2c(c1)oc(=O)n2C)C(=O)NC1CCCCC1 (stereo not given)	2.4
O=C(N/N=C/c1cc(Cl)cc([N+](=O)[O-])c1O)c1ccc2c(c1)OCO2	2.1
COc1ccccc1OCC(=O)OCC(=O)NCCN1C(=O)CSC1=O	-0.7

The list goes on:
compound | Lipid storage S3 | Lipid storage S3 cell count max
OCCC1CN(Cc2cccs2)CCN1Cc1ccccc1 (stereo not given) | u | x
Cc1ccccc1OCC(=O)OCC(=O)NCc1cccs1 | u | x
O=C(Nc1ccccc1)c1nccn1Cc1ccc(F)cc1 | u | x
CN(C)Cc1c(C(=O)N/N=C/c2cccc(OCc3ccccc3)c2)nnn1-c1nonc1N | -88.2% | -6.4
COc1cc2nc(CN3C(=O)c4ccccc4C3=O)oc(=O)c2cc1OC | u | x
COc1ccc(NS(=O)(=O)c2ccc(NC(C)=O)cc2)cc1OC | u | x
Cc1c(C(=O)NCCC2=CCCCC2)oc2ccc(S(=O)(=O)N3CCC4(CC3)OCCO4)cc12 | i | x
CC1CCCCN1CCn1cnc2c([nH]c3ccccc32)c1=O (stereo not given) | 12.8% | -8.7
NS(=O)(=O)c1cccc(NC(=O)COC(=O)/C=C/c2ccco2)c1 | -2.5% | 6.6
O=C(CSc1ccc(-c2ccc(F)cc2)nn1)NCC1CCCO1 (stereo not given) | 12.7% | x
CCc1ccccc1NC(=O)c1ccc([N+](=O)[O-])s1 | u | x
CCNC(=O)CP(=O)(c1ccccc1)c1ccccc1 | u | x
O=C(CSc1n[nH]c(-c2ccco2)n1)Nc1ccc(F)cc1 | u | x
O=C(Nc1cccc(Cl)c1)Nc1nnc(CC2=CCCCC2)s1 | u | x
COc1ccccc1CNS(=O)(=O)c1cc2c3c(c1)CCC(=O)N3CCC2 | u | x
CCN1CCN(C(=O)c2cc(COc3ccc(C(C)=O)cc3OC)on2)CC1 | u | x
Cc1ccc(Nc2c(-c3ccccn3)nc3cccc(C)n23)cc1 | u | x
Cc1cccc(-c2noc(Cc3ccccc3)n2)c1 | 10.0% | -14.7
COc1cc(/C=C2\SC(=S)N(NS(=O)(=O)c3ccc(C)cc3)C2=O)cc(OC)c1OC | u | x
COc1ccc(C(=O)NCc2cccnc2)cc1OC | 14.0% | -18.0
Cc1ccc(N2N=C(C(=O)O)CCC2=O)cc1Cl | 4.1% | 15.2
Cc1ccc(C(=O)Nc2cc3ccccc3oc2=O)cc1 | u | x
C/C(=N\NC(=O)c1ccc([N+](=O)[O-])cc1Cl)c1ccccc1 | 3.7% | 13.7
N#Cc1c(N)sc(=S)c2c1CCCC2 | u | x
COc1cccc(CNc2ncnc3ccc(-c4c(C)noc4C)cc23)c1 | u | x
CN1CCN(c2ccc([N+](=O)[O-])cc2S(=O)(=O)N2CCOCC2)CC1 | 4.9% | -16.2
CCOC(=O)C1(Cc2ccc(Cl)cc2)CCN(C(=O)c2cc(C)nc(C)n2)CC1 | 0.9% | -4.9
Cc1cccc(NC(=O)/C(=C\c2ccco2)NC(=O)c2cccs2)c1 | -27.7% | -9.8
CCn1c(=O)cc(OCC(=O)NCCC(C)C)c2ccccc21 | u | x
Cc1cc(C)nc(N(C#N)CC(=O)N(c2ccccc2)C(C)C)n1 | 0.5% | 8.9
Cc1cc(C)n2c(SC/C(O)=C(\C#N)c3nc4ccccc4[nH]3)nnc2n1 | u | x
O=C(NCc1cccnc1)C1CC(=O)N(c2ccc(F)cc2)C1 (stereo not given) | 6.0% | x
COc1cc(C(=S)N2CCCC2)cc(Cl)c1OCC(=O)Nc1ccc(C)cc1C | u | x
Cc1ccc(NC(=O)c2cc(C)nc3ccccc23)cc1 | u | x
CC(=O)NS(=O)(=O)c1ccc(NC(=S)NC(=O)CC(C)C)cc1 | 24.1% | 14.4
CC(NC(=O)C12CC3CC(CC(C3)C1)C2)C(=O)NCCN(C)C (stereo not given) | 14.0% | -1.5
CCCCOc1ccc(C(C)NC(=O)C2CCCN(S(=O)(=O)CC)C2)cc1 (stereo not given) | -0.7% | -14.2
CSc1nc(N)c(C(=O)Nc2ccc([N+](=O)[O-])cc2)s1 | -6.6% | -17.3
Cn1cccc1C(=O)OCc1csc(-c2ccccc2)n1 | u | x
CC(=O)Nc1ccc(N/C=C/C(=O)c2ccc(C)cc2)cc1 | 1.1% | 2.7
CCOC(=O)C1=C2SCCN2C(=O)C(C#N)C1(C)C (stereo not given) | u | x
COc1ccc(N2CCN(C(c3ccc4ncccc4c3)c3nnnn3C(C)(C)C)CC2)cc1 (stereo not given) | u | x
CCOC(=O)c1csc(NC(=O)Nc2cccc(Cl)c2)n1 | u | x
CC(CN1CCCCC1)C(=O)NN (stereo not given) | u | x
CCNC(=O)/C(C#N)=C/c1c(N2CCCCCC2)nc2c(C)cccn2c1=O | 9.7% | 27.4
Cc1ccc(NC(=O)/C(C#N)=C/c2ccsc2)c(C)c1 | u | x
COc1ccc(OC)c(C2=Nn3c(nnc3-c3ccco3)SC2)c1 | u | x
CCN1CN=C(NS(=O)(=O)c2ccc(C)cc2)NC1 | u | x
CCOCC(=O)Nc1ccc(C)c(Cl)c1 | i | x
COc1ccc(NC(=O)CSc2nnc(Cc3ccccc3)o2)c(OC)c1 | u | x
CC(C)N(c1ccccc1)c1ncnc(NCCC(=O)O)c1[N+](=O)[O-] | u | x
Cc1ccc(S(=O)(=O)N2CC(C(=O)O)Oc3ccccc32)cc1 (stereo not given) | -5.4% | 18.9
Cc1csc(CN(C)C(=O)CC2C(=O)NCCN2Cc2ccc(Cl)c(F)c2)n1 (stereo not given) | u | x
COc1cc(/C=C/C(=O)C2C(=O)C=C(C)OC2=O)cc(OC)c1O (stereo not given) | u | x
CC1CCCN(S(=O)(=O)c2csc(C(N)=O)c2)C1 (stereo not given) | i | -20.9
O=C(COc1ccc(S(=O)(=O)N2CCOCC2)cc1Cl)NCc1ccccn1 | i | -0.9
O=C(C1CCN(S(=O)(=O)c2cccc3cccnc23)CC1)N1CCN(c2ccccc2)CC1 | -14.2% | x
Cc1cc(=O)[nH]c(SCC(=O)Nc2nc(-c3ccccc3)cs2)n1 | u | x
CCCCN(C(=S)NC(=O)c1cc(OC)c(OC)c(OC)c1)c1c(N)n(Cc2ccccc2)c(=O)[nH]c1=O | u | x
COc1cc([N+](=O)[O-])ccc1NC(=O)NNC(=O)CCc1ccccc1 | u | x

(continued)
compound | Lipid storage S3 | Lipid storage S3 cell count max
Cc1cc2ccccc2c(=O)[nH]1 | -3.8% | -10.5
O=C(C1CCN(C2CCN(Cc3ccsc3)CC2)CC1)N1CCOCC1 | u | x
O=C1C2ON(c3ccc(Br)cc3)C(c3cccnc3)C2C(=O)N1C1CCCCC1 (stereo not given) | u | x
CN1CC(=O)N(CC(=O)N2N=C(c3ccc(Cl)cc3)CC2c2ccco2)C1=O (stereo not given) | u | x
COc1ccccc1NS(=O)(=O)c1ccc(N/N=C(\C)C(C)C)c([N+](=O)[O-])c1 | u | x
Cn1c(COc2ccccc2)nnc1SCC(=O)Nc1ccc(S(N)(=O)=O)cc1 | u | x
N/C(=N\OC(=O)COc1ccc(Cl)cc1Cl)c1cccnc1 | 0.7% | 10.0
O=C(c1ccc(Cl)cc1)c1ccc(OCC(O)CN2CCCCC2)cc1 (stereo not given) | u | x
CCn1c(CNC(=O)c2cc(OC)c(OC)c(OC)c2)cc2cc(C)ccc21 | u | x
O=C(C1CCN(S(=O)(=O)c2cnc[nH]2)CC1)N1CCN(c2ccc([N+](=O)[O-])cc2)CC1 | i | 23.7
CCc1cccc(C)c1NC(=S)N(Cc1cccnc1)Cc1ccco1 | u | x
